Pol iota inh – DNA polymerase iota (human) inhibition | Q9UNA4 | Pol iota fluorescent replication assay, 10 min | Potency, µM (top dose mostly 115 µM), without a hit: at the highest dose activity, negative = inhibition, usual class: inhibitors | hit rate 1% among 390,000 | AID 588590; also: potency is read from the fitted curve at half-maximal effect
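Pol iota at 10 nM preincubated 15 min with compounds at room temperature; reaction started with fluorescent substrate, 50 nM final. Fluorescence read kinetically at 0 and 10 min; buffer-only wells as negative control.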
Pol beta inh – DNA polymerase beta (human) inhibition; hit rate 1.3% among 340,000; P06746; Pol beta primer extension/strand displacement, fluorescence kinetic; Potency, µM (top dose mostly 114 µM), inactives show at the top dose activity change, negative = inhibition, hits mostly inhibitors; AID 485314; also: potency is read from the fitted curve at half-maximal effect; % is scaled to controls: 0 for no effect and ±100 for the full control effect
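Human Pol beta at 10 nM; strand-displacement substrate 50 nM final. Compound exposure 15 min at room temperature before start, reaction 10 min at room temperature.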
Pol eta inh – DNA polymerase eta (human) inhibition; Q9Y253; recombinant Pol eta, fluorescent DNA replication assay; Potency, µM (titrated, usually from 114 µM), for the others: top-dose activity change, negative = inhibition, hits mostly inhibitors; hit rate 1.2% among 390,000; also: potency is read from the fitted curve at half-maximal effect; % is scaled to controls: 0 for no effect and ±100 for the full control effect
Target sequence (Q9Y253 whole entry, looked up): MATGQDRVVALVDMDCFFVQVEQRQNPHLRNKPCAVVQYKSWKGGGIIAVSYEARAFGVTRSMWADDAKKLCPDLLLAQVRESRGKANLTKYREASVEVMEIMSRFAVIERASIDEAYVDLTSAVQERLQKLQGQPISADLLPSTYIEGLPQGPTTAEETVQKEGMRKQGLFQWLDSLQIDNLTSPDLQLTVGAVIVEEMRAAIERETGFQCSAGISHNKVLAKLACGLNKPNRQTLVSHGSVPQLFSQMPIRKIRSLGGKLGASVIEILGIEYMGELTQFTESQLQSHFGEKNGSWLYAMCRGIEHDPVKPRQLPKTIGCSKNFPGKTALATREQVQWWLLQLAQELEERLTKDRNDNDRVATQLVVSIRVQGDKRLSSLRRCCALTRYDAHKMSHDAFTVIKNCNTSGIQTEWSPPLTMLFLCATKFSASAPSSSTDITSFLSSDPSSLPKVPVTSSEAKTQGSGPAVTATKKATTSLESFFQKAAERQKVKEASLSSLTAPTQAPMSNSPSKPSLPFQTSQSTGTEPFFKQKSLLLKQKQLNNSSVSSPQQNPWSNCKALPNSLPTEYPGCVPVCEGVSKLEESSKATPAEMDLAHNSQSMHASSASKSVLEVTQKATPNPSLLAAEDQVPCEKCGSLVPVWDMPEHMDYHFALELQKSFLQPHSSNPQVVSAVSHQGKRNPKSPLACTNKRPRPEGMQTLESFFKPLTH
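Pol eta at 10 nM preincubated with compounds 15 min at room temperature; reaction started with fluorescent substrate (50 nM final) and read kinetically at 0 and 10 min.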
POLK inh – DNA polymerase kappa (human) inhibition; hit rate 0.53% among 400,000; Potency, µM (top dose mostly 107 µM), for inactives: at the highest dose activity, negative = inhibition, hits mostly inhibitors; purified Pol kappa, fluorescent DNA synthesis assay, 10 min; AID 588579; also: potency is read from the fitted curve at half-maximal effect; % is scaled to controls: 0 for no effect and ±100 for the full control effect
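Kinetic fluorescence screen: compound preincubated 15 min RT with 10 nM enzyme; 50 nM substrate (final) initiates; reads at 0/10 min.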
RXFP1 antagonist – RXFP1 (human) relaxin receptor antagonism; HEK293-RXFP1, relaxin-stimulated cAMP HTRF, 30 min; hits give low values; activity change, negative = inhibition, % at 57.5 µM; hit rate 0.59% among 350,000; AID 1259400;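 active = activity change of -60% or lower, but not beyond a set lower limit; inconclusive = change between -60% and -40%, or beyond the set limit; inactive = change above -40%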; also: % is scaled to controls: 0 for no effect and ±100 for the full control effect
APE1 inh – blocks human APE1 abasic DNA cleavage | P27695 | recombinant APE1, TAMRA/BHQ-2 abasic DNA cleavage fluorescence | Potency, µM (top dose mostly 65.8 µM), for inactives: top-dose activity change, negative = inhibition, usual class: inhibitors | hit rate 0.35% among 350,000;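 also: potency is read from the fitted curve at half-maximal effect; plate controls were vehicle for no effect and reference inhibitor for full effect; nearly all actives have a fitted effect of over 55% in size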
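Enzyme (0.75 nM final) and test compound are incubated 15 min at room temperature before adding 50 nM quenched THF abasic-site duplex. Cleavage dequenches TAMRA, followed at 525/598 nm over three reads one minute apart.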
Apoferritin bind – binds horse apoferritin like a general anesthetic | apoferritin/1-aminoanthracene competitive binding, fluorescence | Potency, µM (highest dose often 77.5 µM), for inactives: at the highest dose activity change, negative = displacement, most hits filed as inhibitors | AID 485281 | hit rate 0.074% among 350,000 | P02791; also: potency is read from the fitted curve at half-maximal effect; % is scaled to controls: 0 for no effect and ±100 for the full control effect; nearly all actives have a fitted effect of over 20% in size
Target sequence (P02791 2-175 limits assumed): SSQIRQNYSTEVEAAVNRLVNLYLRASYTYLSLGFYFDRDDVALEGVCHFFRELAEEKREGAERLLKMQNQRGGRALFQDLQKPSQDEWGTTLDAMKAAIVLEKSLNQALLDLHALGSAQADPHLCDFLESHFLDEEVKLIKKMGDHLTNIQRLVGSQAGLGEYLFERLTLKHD
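Steps: apoferritin (10 uM) was premixed with half-saturated 1-AMA in PBS, compounds were pin-transferred, plates stood 10 min at room temperature, fluorescence was read at 380/535 nm, and curves were fitted with a Hill equation.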
PGK inhibitor – inhibitors of T. brucei phosphoglycerate kinase; P07378; PGK/GAPDH coupled, Kinase-Glo luminescence, 60 min; Potency, µM (series often up to 57.5 µM), for inactives: top-dose activity change, negative = inhibition, most hits filed as inhibitors; hit rate 0.043% among 380,000; AID 602233; also: potency is read from the fitted curve at half-maximal effect; % is scaled to controls: 0 for no effect and ±100 for the full control effect; nearly all actives have a fitted effect of over 60% in size
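Recombinant glycosomal PGK reaction used 1,3-bisphosphoglycerate generated in-well by GAPDH (100nM final) in 100mM TEA pH 7.6, 5mM MgCl2, 0.01% Tween-20. After 60 minutes at room temperature, ATP was read by Kinase-Glo Plus luminescence end-point.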
BLM helicase inh – blocks DNA unwinding by human BLM helicase | P54132 | recombinant BLM DNA unwinding, fluorescence dequenching | Potency, µM (doses to about 56.1 µM), without a hit: at the top dose activity change, negative = inhibition, most hits filed as inhibitors | hit rate 0.2% among 350,000 | AID 2528;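 also: potency is read from the fitted curve at half-maximal effect; plate controls were vehicle for no effect and no enzyme for full effect; nearly all actives have a fitted effect of over 35% in size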
* marks the source's active call; other numbers are inactive results; i = inactive; ? = inconclusive; . = no result given; & = joins results of further samples; [ ] = remark or other dose. Unless noted, calls follow the shape of the dose curve; as a rule, active = well fitted curve in the direction sought with a large enough effect; inconclusive = small, poorly fitted or top-dose-only effect, or another doubt; inactive = no such curve, though single readings can be large; an effect the other way counts as inactive or inconclusive. The list is partial (hit frequency here may not be typical).

Sample of the layout:
SMILES	Pol iota inh	Pol beta inh	Pol eta inh	POLK inh	RXFP1 antagonist	APE1 inh	Apoferritin bind	PGK inhibitor	BLM helicase inh
CC(C)C(NC(=O)c1c(F)cccc1F)C(=O)NCc1ccc(S(=O)(=O)N2CCOCC2)cc1 (stereo not drawn)	9.4%	.	-22.3%	-2.3%	2.6	24.8%	.	i	.
O=C(CCCCn1cnc2c(=S)nc[nH]c21)Nc1ccc(C(=O)O)c(O)c1	?	.	?	-23.0%	3.2	.	.	3.8%	.
CCC(=O)N1CCc2cc(Br)cc(S(=O)(=O)Nc3ccccc3C(=O)OC)c21	7.7%	17.8%	-15.4%	-0.5%	.	.	?	-8.8%	0.6%
COc1cccc(C(=O)NCC(=O)N2CCC3(CC2)NCCc2[nH]cnc23)c1OC	-15.7%	7.0%	-13.2%	-3.8%	-24.1	-4.8%	-5.2%	-1.5%	-1.2%
CCOCCCNC(=O)C(c1ccc(Cl)cc1)N(Cc1ccc2c(c1)OCO2)C(=O)c1ccc(NC(C)=O)cc1 (stereo not drawn)	22.4%	8.5%	-22.0%	-1.4%	-22.9	.	-18.7%	-1.4%	-0.5%
Cc1cc(C)n2cc(-c3ccc(Cl)cc3)c(C(=O)O)c2n1	24.3%	10.4%	-13.0%	-6.3%	-0.4	3.0%	-1.7%	-5.5%	-0.2%

All compounds of this part, previewed entries included:
SMILES	Pol iota inh	Pol beta inh	Pol eta inh	POLK inh	RXFP1 antagonist	APE1 inh	Apoferritin bind	PGK inhibitor	BLM helicase inh
CC(C)C(NC(=O)c1c(F)cccc1F)C(=O)NCc1ccc(S(=O)(=O)N2CCOCC2)cc1 (stereo not drawn)	9.4%	.	-22.3%	-2.3%	2.6	24.8%	.	i	.
O=C(CCCCn1cnc2c(=S)nc[nH]c21)Nc1ccc(C(=O)O)c(O)c1	?	.	?	-23.0%	3.2	.	.	3.8%	.
CCC(=O)N1CCc2cc(Br)cc(S(=O)(=O)Nc3ccccc3C(=O)OC)c21	7.7%	17.8%	-15.4%	-0.5%	.	.	?	-8.8%	0.6%
COc1cccc(C(=O)NCC(=O)N2CCC3(CC2)NCCc2[nH]cnc23)c1OC	-15.7%	7.0%	-13.2%	-3.8%	-24.1	-4.8%	-5.2%	-1.5%	-1.2%
CCOCCCNC(=O)C(c1ccc(Cl)cc1)N(Cc1ccc2c(c1)OCO2)C(=O)c1ccc(NC(C)=O)cc1 (stereo not drawn)	22.4%	8.5%	-22.0%	-1.4%	-22.9	.	-18.7%	-1.4%	-0.5%
Cc1cc(C)n2cc(-c3ccc(Cl)cc3)c(C(=O)O)c2n1	24.3%	10.4%	-13.0%	-6.3%	-0.4	3.0%	-1.7%	-5.5%	-0.2%
O=C(N=C1c2ccccc2CN1c1ccc(F)c(Cl)c1)c1cccnc1Cl	.	10.0%	.	.	.	0.9%	-16.0%	.	-2.5%
Cc1oc(-c2ccccc2Cl)nc1CS(=O)(=O)CC(=O)N1CCOCC1	-18.5%	-7.2%	-4.6%	4.1%	-6.7	24.7%	-7.1%	-4.8%	0.4%
O=c1c(C(c2c(O)nc3n(c2=O)CCS3)c2cccc3ccccc23)c(O)nc2n1CCS2	?	?	22.4µM*	39.8µM*	-0.6	-0.5%	-3.7%	-11.8%	-12.0%
O=C(Cn1c[n+](CC(=O)c2ccc([N+](=O)[O-])cc2)cn1)c1ccc([N+](=O)[O-])cc1	-0.8%&5.6%	-22.1%&36.6%	4.6%&-6.1%	1.9%&7.1%	10.2&-11.6	-3.4%&20.9%	-15.5%&2.0%	-2.3%&-11.7%	-0.9%&-2.3%
COc1ccc(N(CC(=O)NCCC2=CCCCC2)S(=O)(=O)c2ccccc2)cc1	22.0%	-0.5%	-4.7%	12.5%	10.4	7.5%	-4.0%	-1.2%	-0.7%
COc1cccc(CNC(=O)Cn2cccc2C(=O)c2ccccc2C)c1	0.3%	-20.2%	-15.4%	-1.8%	11.3	28.0%	-20.3%	-6.0%	-3.2%
COc1ccc(NCc2nc3ccccc3n2C)cc1	25.0%	57.0%	-8.6%	0.4%	5.1	29.3%	0.2%	?	-3.4%
Cc1ccc(C)c(N2CCN(C(=O)c3ccc(-c4nc(COc5ccccc5)c(C)o4)cc3)CC2)c1	0.6%	3.9%	-8.1%	-16.0%	4.4	.	54.5%[activator]	-2.8%	-2.6%
Cc1cccc(-c2nnc(NC(=O)c3ccc(Cl)cc3)o2)c1	6.2%	-21.5%	2.0%	-4.8%	22.8	-3.1%	-2.7%	-0.2%	-2.7%
CCN(CC)S(=O)(=O)c1ccc(C)c(C(=O)Oc2cccc(-c3cnc4ccccc4n3)c2)c1	-13.2%	-12.8%	-6.8%	-6.2%	-1.4	3.5%	0.7%	5.6%	-23.3%
COc1cccc(C2=NOC(C(=O)NCCN3CCOCC3)C2)c1 (stereo not drawn)	?	12.9%	-2.9%	-12.0%	-2.2	13.9%	-5.1%	i	-0.8%
CCN(Cc1cccs1)C(=O)CN1CCN(S(=O)(=O)c2ccc3c(c2)OCCCO3)CC1	15.0%	.	-6.5%	-13.1%	4.4	0.4%	.	2.4%	.
Cc1ccc(CN2C(=O)NC(Cc3c[nH]c4ccccc34)C2=O)cc1 (stereo not drawn)	32.8%[activator]	4.7%	?	-2.4%	.	-0.6%	-1.0%	-5.5%	-0.8%
COc1cccc(C(=O)Nc2ccccc2C(=O)OCc2cc(=O)n3c4c(sc3n2)CCCC4)c1	30.1%[activator]	-3.5%	?	-9.4%[60.1 µM]	-4.2	.	13.0%	-8.1%	-0.6%
O=C(/C=C/c1ccc(Cl)cc1Cl)Nc1cccc(S(=O)(=O)NC2=NCCC2)c1	15.1%	-4.9%	-16.5%	-3.1%	3.3	7.7%	?	-3.1%	-3.4%
CC(C)(C)Nc1nc(NCc2cccnc2)nc(N2CCOCC2)n1	-11.2%	20.0%	-12.8%	6.7%	3.6	0.1%	-7.1%	i	3.5%
COc1cc(CCC(=O)OCC(=O)Nc2ccccc2F)cc(OC)c1OC	40.3%[activator]	0.6%	-4.3%	-2.4%	4.0	7.2%[12.4 µM]	8.2%	i	0.1%
Cc1ccc(-n2nc3c(c2NC(=O)c2ccco2)CS(=O)C3)c(C)c1 (stereo not drawn)	2.6%	.	?	-18.9%	-16.1	0.9%	.	1.3%	.
CCN(CCCNC(=O)c1nn(-c2ccc(C)cc2)c(=O)c2c1c1ccccc1n2C)c1ccccc1	11.0%	?	.	-7.8%	-1.9	.	-3.7%	.	-5.0%
O=C(O)C[C@]1(C(=O)Nc2ccc(F)cc2)CC(/C=C/c2ccccc2)=NO1	16.8%	-1.9%	-7.3%	-0.6%	0.8	25.0%	-5.6%	-1.8%	-4.8%
COc1ccc(CC2(CO)CCN(S(=O)(=O)c3sccc3C)CC2)cc1	130.9%[activator]	-0.9%	-26.2%	1.8%	-19.7	-3.8%	-12.6%	i	-0.9%
O=C(C1=C[C@H](c2coc3ccccc3c2=O)C[C@H](OCCCCO)O1)N1CCN(Cc2ccc3c(c2)OCO3)CC1	0.2%	-8.5%	3.7%	-1.1%	.	-1.8%	-9.0%	-4.0%	-3.5%
Cc1nn(C)c2c1c(C(F)(F)F)cc(=O)n2C(C)C(=O)NCCc1ccccc1 (stereo not drawn)	-14.7%	4.7%	-3.6%	-10.9%	-13.3	.	-4.5%	-3.9%	-0.4%
COc1cc(C(=O)NCCNc2nc3ccc(C)cc3cc2C#N)cc(OC)c1OC	1.4%	5.2%	4.8%	-5.4%	2.8	14.2%	-8.7%	2.0%	1.7%
CCOC(=O)C1CCN(C(=O)c2ccc(N(C)S(C)(=O)=O)cc2)CC1	-7.7%	-0.1%	-1.7%	-1.8%	10.5	0.6%	1.3%	-5.4%[11.5 µM]	1.2%
O=C1NC(C(F)(F)F)(C(F)(F)F)N=C2SC=CN12	0.3%	2.3%	-7.0%	-20.4%	4.1	2.2%	-14.8%	-1.5%	2.8%
Cc1[nH]c2ccc(Cl)cc2c(=O)c1CN1CCCC1	3.0%	?	-4.9%	-5.3%	-16.3	-4.1%	-9.9%	-2.5%	-7.5%
CS(=O)(=O)c1cccc(-c2nnc(NC(=O)c3ccc4ncsc4c3)o2)c1	30.8%[activator]	.	?	-1.6%	4.6	-18.8%	.	i	.
Cc1cccc(NC(=S)N2CCN(S(=O)(=O)c3ccc(F)cc3)CC2)c1	12.6%	9.0%	-5.3%	-6.0%	2.3	7.9%	-20.4%	-1.8%	-4.3%
O=C(CN1C(=O)C(=O)N(C2CCCC2)C1=O)Nc1cc(Cl)ccc1[N+](=O)[O-]	8.3%	.	2.5%	-15.4%	1.1	9.6%	.	-3.6%	.
Cc1nn(Cc2ccccc2)c(Cl)c1C(=O)OCC#N	15.0%	17.9%	-15.1%	-2.2%	4.7	-9.0%	-23.1%	-7.3%	-3.3%
CCN(CC)S(=O)(=O)c1ccc(NC(=O)CNC2CCCCC2)cc1	24.7%	7.6%	-14.3%	-14.6%	8.1	41.6%	-12.9%	-9.3%	-0.4%
CN(CCOc1ccccc1)CC(=O)Nc1ccc([N+](=O)[O-])cc1Cl	165.1%[activator]	3.6%	-22.2%	-10.9%	4.4	6.9%	?	-2.6%	-6.7%
Nc1nc(SCC(=O)N2N=C3/C(=C/c4ccco4)CCCC3C2c2ccco2)n[nH]1 (stereo not drawn)	44.7µM*	4.6%	?	-25.2%	-11.0	-7.0%	-21.6%	-7.6%	-5.4%
CCOC(=O)N1CCN(C(=O)COC(=O)c2cccc(C)c2[N+](=O)[O-])CC1	-11.0%	.	-1.7%	-22.6%	0.8	13.8%	.	-1.3%	.
CC(C)Cc1[nH]c(=O)c(C#N)c2c1COC(C)(C)C2	-3.0%	-3.8%	-2.4%	-7.9%	13.5	-0.9%	-11.2%	-3.1%	-2.5%
O=C(CN1CCN(c2ccccc2F)CC1)NC(=O)NCc1ccco1	?	31.6µM*	-10.8%	?	4.6	?	1.9%	-3.8%	?
Cc1cccc(CNc2ncnc3ccc(-c4c(C)noc4C)cc23)c1	.	.	.	-3.9%[60.1 µM]	.	-1.1%	-19.4%	.	-4.4%
